# From PubChem BioAssay
# tim10-1 inh: inhibits growth of tim10-1 mutant yeast | inhibition, % at 20 µM | S. cerevisiae tim10-1 ts strain growth, BacTiter-Glo, 24 h | AID 463190 | hit rate 2.2% among 330,000;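 active means inhibition of at least 40%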;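 further: mutant grown at 25 °C; 0% = DMSO wells with yeast and 100% = wells holding no yeast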
# CXCR6 inh: blocks human CXCR6 beta-arrestin recruitment | O00574 | CHO-K1 PathHunter CXCR6 beta-arrestin, luminescence | inhibition, % at 20 µM | hit rate 0.36% among 360,000; in the data active means inhibition above about 34%, passing the limit was not always enough;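 further: antagonist mode with CXCL16 agonist at 10 nM final; 0% = 10 nM CXCL16 with DMSO and 100% = unstimulated wells without agonist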
# Target sequence (O00574 whole entry, looked up): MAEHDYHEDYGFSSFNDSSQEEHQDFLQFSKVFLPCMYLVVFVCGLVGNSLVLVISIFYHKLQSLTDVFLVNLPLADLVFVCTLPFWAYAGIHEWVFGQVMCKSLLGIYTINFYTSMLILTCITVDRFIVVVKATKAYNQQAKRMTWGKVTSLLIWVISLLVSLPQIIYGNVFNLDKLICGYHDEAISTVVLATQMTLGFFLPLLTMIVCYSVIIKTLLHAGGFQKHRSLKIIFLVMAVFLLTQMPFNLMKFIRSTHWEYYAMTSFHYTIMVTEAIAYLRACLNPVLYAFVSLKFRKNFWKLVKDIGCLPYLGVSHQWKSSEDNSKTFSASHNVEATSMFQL
# TIM10 inh: growth inhibitors of TIM10 yeast strain. hit rate 1.4% among 330,000. S. cerevisiae TIM10 strain growth, BacTiter-Glo luminescence, 24 h. inhibition, % at 10 µM;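 active means inhibition of 40% or more at the single tested concentration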;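 further: wild-type TIM10 isogenic control strain grown at permissive 25 °C; 0% = DMSO yeast wells and 100% = minimal medium wells without yeast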
# tim23-1 inh: tim23-1 yeast growth inhibition | S. cerevisiae tim23-1 growth, BacTiter-Glo luminescence, 24 h | inhibition, % at 20 µM | hit rate 1.3% among 330,000 | AID 463212;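 active means growth inhibition of the mutant yeast at or above 50%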;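 further: temperature-sensitive mutant grown at 25 °C; plate controls were DMSO-treated mutant yeast for no effect and medium wells lacking yeast for full effect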
# APJ antag: APJ receptor antagonism; P35414; CHO-K1 APJ beta-arrestin complementation, luminescence; inhibition, % at 20 µM; hit rate 0.32% among 330,000;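 active means inhibition above about 40% at 20 µM, limit read from the data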;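 further: cells challenged with 10 nM apelin-13 agonist together with compound; plate controls were apelin-13 plus DMSO wells for no effect and DMSO wells lacking apelin-13 for full effect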
# Target sequence (P35414 whole entry, looked up): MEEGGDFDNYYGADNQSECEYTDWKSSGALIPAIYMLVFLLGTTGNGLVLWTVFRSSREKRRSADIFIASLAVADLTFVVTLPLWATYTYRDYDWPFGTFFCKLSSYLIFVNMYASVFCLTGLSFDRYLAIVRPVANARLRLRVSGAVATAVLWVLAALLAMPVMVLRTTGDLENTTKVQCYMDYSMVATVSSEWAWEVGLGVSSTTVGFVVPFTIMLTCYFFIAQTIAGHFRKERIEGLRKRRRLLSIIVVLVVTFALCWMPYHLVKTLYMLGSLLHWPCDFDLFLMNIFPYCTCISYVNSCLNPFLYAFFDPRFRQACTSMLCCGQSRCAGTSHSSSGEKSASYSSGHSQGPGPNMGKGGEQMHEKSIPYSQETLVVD
# UPR XBP1 act: adaptive UPR (XBP1) activation; CHO-XBP1 luciferase reporter, IRE1-XBP1 UPR activation, luminescence; percent of tunicamycin response, DMSO as zero; activation, % at 20 µM; hit rate 0.33% among 330,000;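 active means versus positive control, 20 µM dose yields 30% or more activation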;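 further: 100% = tunicamycin at 10 µg/mL and 0% = DMSO only wells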
#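 Material: CHO-XBP1 cells stably carrying IRE1-XBP1-driven luciferase reporter / Amount: 1000 cells per well / Compound: 20 µM, 1% DMSO / Times: 6 h treatment, 37 °C / Detection: luciferase luminescence / Measure: % activation of reporter signal versus tunicamycin and DMSO controls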
# APJ ag: APJ receptor agonism. CHO-K1 APJ PathHunter beta-arrestin, luminescence; 0% DMSO wells, 100% apelin. hit rate 0.11% among 330,000. activation, % at 20 µM. P35414;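 active means activation more than six SD over the plate average, tested at 20 µM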;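 further: 0% = DMSO alone and 100% = apelin-13 at 10 nM; some results filed as inactive read as strong as hits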
#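 system = engineered CHO-K1 APJ arrestin reporter cells | input = 1000 cells per well | timing = overnight seeding, 90 min compound at 25 °C, 1 h detection | measured by = enzyme-fragment complementation luminescence | read-out = beta-arrestin recruitment to APJ as agonist activity, luminescent signal | control set = negative DMSO alone, positive Apelin-13 at 10 nM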
# Mdm2 MdmX PPI: disrupts the human Mdm2-MdmX interaction | inhibition, % at 8 µM | SaOS-2 split-luciferase Mdm2/MdmX complementation, luminescence | hit rate 3% among 330,000 | O15151+Q00987;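 active means inhibition of at least 50% at 8 µM in the primary screen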
# CHOP UPR activ: activators of apoptotic arm of unfolded protein response (CHOP); hit rate 0.34% among 330,000; activation, % at 10 µM; CHO-CHOP luciferase reporter, UPR activation, luminescence; percent of tunicamycin response over DMSO baseline;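 active means at 10 µM dose, activation of 40% or more, normalized to positive control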;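 further: 100% = tunicamycin at 10 µg/mL and 0% = DMSO alone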
#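 Assay system: CHO-CHOP cells, stable luciferase reporter of PERK-eIF2a-CHOP signalling / Buffer or medium: F12 plus 10% serum / Compound dosing: one dose, 10 µM in 0.5% DMSO / Times: 6 h compound treatment, 37 °C / Technique: luciferase luminescence / Read-out: % reporter activation, DMSO baseline versus tunicamycin full activation / Benchmarks: tunicamycin and DMSO controls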
# Starred values were filed as active, the others as inactive; nt = no result given. An excerpt, so the mix of outcomes need not match the whole.
SMILES,tim10-1 inh,CXCR6 inh,TIM10 inh,tim23-1 inh,APJ antag,UPR XBP1 act,APJ ag,Mdm2 MdmX PPI,CHOP UPR activ
COc1ccc(Cl)cc1C(=O)NNC(=O)c1nc2nc(C)cc(C)n2n1,5,-7,3,0,6,1,-2,9,-1.2
COc1cccc(OCCOc2ccccc2OC(C)C)c1,15,1,-1,8,3,-6,-4,8,-1.5
Cc1cc(N2CCC(C(=O)NCC3CC3)CC2)nc(-c2ccccc2)n1,10,8,4,13,2,-3,-1,6,-0.7
COc1ccc(NC(=O)C2CCCN2C(=O)Nc2ccccc2)cc1OC (configuration not stated),9,-4,-2,0,-1,-3,-8,6,-0.2
Cc1nc(C(=O)NNC(=O)Nc2ccc(Cl)cc2)cs1,12,-1,3,7,-10,-3,0,-18,0.6
O=C(O)CCCC[C@@H]1SC[C@@H]2NC(=O)N[C@@H]21,3,-4,-2,11,-39,0,-2,-17,0.5
COC(=O)NC1CCC(CC2CCC(NC(=O)OC)CC2)CC1 (configuration not stated),24,-3,23,22,-7,-1,1,-2,-2.1
Cc1ccc(C2CC2c2n[nH]c(=S)n2-c2ccc(Cl)cc2)cc1 (configuration not stated),27,10,51*,31,33,0,-4,10,-0.5
COc1nccnc1NS(=O)(=O)c1ccc(NS(=O)(=O)c2ccc(NC(C)=O)cc2)cc1,-8,3,5,4,1,-1,-3,-2,-0.1
COc1ccccc1CNC(=O)c1ccc(-c2ccccc2)cc1,-5,-1,-9,10,1,1,-4,-58,1.1
COc1ccc(C(=O)N/N=C/c2ccc(OC)c(COc3ccc(F)cc3)c2)cc1,18,4,9,22,-10,-2,5,7,-0.1
NS(=O)(=O)c1cccc2c1c([N+](=O)[O-])cc1nc(O)c(O)nc12,3,-13,-3,10,-6,-7,0,-1,-0.3
CCN(C(=O)COC(=O)c1ccc(Cl)c(N)c1)C1CCS(=O)(=O)C1 (configuration not stated),7,7,-3,-1,5,-2,-2,7,0.5
CCCSC1=C(C#N)C(c2ccccc2C)CC(=O)N1 (configuration not stated),27,0,17,51*,-2,-1,-3,23,0.3
Cc1cc(=O)oc2ccc(OCC(=O)NCc3ccco3)cc12,10,0,2,-2,-9,-1,-3,13,-0.8
Cc1nn(-c2ccc(Cl)nn2)c(=O)c2ccccc12,14,-8,-4,-9,16,1,0,9,1.3
Cc1ccc(CC2C(=O)N(c3ccccc3)C(=O)C2C)cc1 (configuration not stated),4,3,5,18,6,-1,4,-11,0.7
CC(C)[C@H](NC(=O)OC(C)(C)C)C(=O)NCC1CCC(C(=O)N[C@@H](Cc2ccccc2)C(=O)O)CC1 (some centres not stated),16,-3,-16,10,6,-1,0,-7,1.9
O=C(COc1cccc(-n2cnnn2)c1)N1CCOCC1,-18,1,-4,1,5,2,-2,22,-1.1
Cc1cccc(N(C)S(=O)(=O)c2ccc3c(c2)C(C)(C)C(=O)N3C)c1,16,-6,13,33,-3,0,2,32,-0.7

# 5 structures out of the list, ordered by number of heavy atoms, smallest number first.
SMILES,tim10-1 inh,CXCR6 inh,TIM10 inh,tim23-1 inh,APJ antag,UPR XBP1 act,APJ ag,Mdm2 MdmX PPI,CHOP UPR activ
Cc1nn(-c2ccc(Cl)nn2)c(=O)c2ccccc12,14,-8,-4,-9,16,1,0,9,1.3
CCCSC1=C(C#N)C(c2ccccc2C)CC(=O)N1 (configuration not stated),27,0,17,51*,-2,-1,-3,23,0.3
Cc1ccc(C2CC2c2n[nH]c(=S)n2-c2ccc(Cl)cc2)cc1 (configuration not stated),27,10,51*,31,33,0,-4,10,-0.5
CCN(C(=O)COC(=O)c1ccc(Cl)c(N)c1)C1CCS(=O)(=O)C1 (configuration not stated),7,7,-3,-1,5,-2,-2,7,0.5
COc1ccc(C(=O)N/N=C/c2ccc(OC)c(COc3ccc(F)cc3)c2)cc1,18,4,9,22,-10,-2,5,7,-0.1

# Remaining list, next part
SMILES,tim10-1 inh,CXCR6 inh,TIM10 inh,tim23-1 inh,APJ antag,UPR XBP1 act,APJ ag,Mdm2 MdmX PPI,CHOP UPR activ
COCCNC(=O)CCc1nnc(C2(c3ccc(Cl)cc3)CCC2)o1,10,4,3,1,-9,0,0,11,-1.5
O=C(NC1CCCN(Cc2ccc(Cl)cc2)C1)c1c(F)cccc1F (configuration not stated),10,-1,-3,10,-13,-2,-3,15,-1.1
Cc1noc(C)c1CSc1ccccc1C(=O)N(C)CC(=O)Nc1cccc(F)c1,-2,4,-8,6,27,0,1,15,1.7
CCCNC(=S)N1CCC(Cc2ccccc2)CC1,10,-2,-10,40,-8,-1,6,9,-0.4
O=C(Nc1ccc2c(c1)CCC2)C1CCCO1 (configuration not stated),-12,-2,-6,14,-3,1,-5,-40,1.6
Cc1ccc(NC(=S)NCC2CCN(C(C)c3ccccc3)C2)cc1 (configuration not stated),-2,6,-19,5,-12,-1,-2,-44,1.3
Cn1c(SCC(=O)NCCN2C(=O)CSC2=O)nc2ccccc2c1=O,4,4,-7,-3,-8,-2,-6,-3,-0.1
COc1ccc(OC)c(NC(=O)COC(=O)CCNc2ccccc2OC)c1,-2,6,-11,18,10,-1,-2,-3,0.5
Cc1ccc(C)c(C2C(=O)c3ccccc3C2=O)c1,3,13,-11,18,13,-1,-7,9,3.2
Cc1nnc(SCC(=O)Nc2ccc(C(N)=O)cc2)n1-c1ccccc1,-14,-1,2,-9,-5,-3,-3,21,-0.1
COCOc1ccc(/C=C/C(=O)c2c(O)cc(OCOC)cc2OCOC)cc1,31,6,13,9,-11,0,4,14,-0.6
c1ccc2c(-c3cncc4ccccc34)cncc2c1,-26,-1,5,-8,-10,1,1,24,1.5
Cc1cc(C)cc(N(CC(=O)NCC2CCCO2)C(=O)CN2C(=O)COc3ccccc32)c1 (configuration not stated),5,-6,6,9,-14,0,-1,-38,-0.4
CCn1cc(Br)c(C(=O)Nc2ccc(Cl)c(Cl)c2)n1,38,-5,62*,24,-13,2,-9,-26,3.6
COc1ccccc1Cc1nc(-c2ccc(Br)o2)no1,18,-6,18,25,20,1,-3,-1,5.1
O/N=C/C1=C(Cl)c2ccccc2CC1,-28,0,1,14,-16,0,-1,7,-1.6
O=C(CSc1ncnc2c1cnn2-c1ccc(F)cc1)NCC1CCCO1 (configuration not stated),-1,-3,5,16,13,-7,-4,0,1.5
Cc1ccc2c(c1)N(CCCC(=O)NCc1cccnc1)C(=O)CO2,-20,-5,6,4,-27,4,-4,5,1.3
O=C(CN1C(=O)S/C(=C\c2ccc(F)cc2)C1=O)Nc1cccc(S(=O)(=O)NCc2ccco2)c1,2,-8,-12,-11,-1,-3,1,-1,1.2
COc1ccc(C(=O)O)cc1NCc1ccc(C)s1,3,3,0,1,-8,-5,-1,16,0.5
CC(=O)Nc1nnc(-c2ccc3c(c2)CCCC3)o1,9,-1,0,9,7,-1,-4,-19,3.8
COc1ccc(/C=C/C(=O)c2ccc(OC)cc2OC)cc1,33,4,19,30,6,3,-3,25,2.0
COc1ccc(/C=C2\N=C(C)OC2=O)cc1[N+](=O)[O-],22,19,17,18,-12,-1,-6,-10,-0.5
COC(=O)CNC(=O)C1CC(=O)N(CCc2ccc(F)cc2)C1 (configuration not stated),-5,7,2,-9,13,-3,-3,14,-1.5
C/C(=N\Nc1nc(N2CCCCC2)nc(N2CCOCC2)n1)c1ccccc1O,23,-4,11,37,-13,0,-5,14,1.9
O=C(Cc1ccccc1)c1ccccc1C(=O)N1CCCCC1,7,-10,3,6,14,-6,-3,4,-0.8
COc1ccc(S(=O)(=O)NNC(=S)NCCc2ccccc2)c(OC)c1,-1,7,3,0,-13,-5,10,30,-0.1
COc1ccc(N2CCN(C(=O)Nc3ccc(S(=O)(=O)N(C)C)cc3)CC2)cc1,20,-9,30,14,-6,0,-1,-4,0.0
COc1cccc(NC(=O)Cn2cc(C(=O)C3CC3)c3ccccc32)c1,-7,5,-1,-14,4,-4,-2,-1,0.6
COc1ccc(OC)c(/C=N/NC(=O)c2ccc(=O)[nH]n2)c1,4,0,-13,15,-15,-2,-2,19,1.1
CC(=O)c1cccc(CN2CCN(CCC(C)C)C(CCO)C2)c1 (configuration not stated),2,-1,-18,-3,1,-2,-3,16,-1.6
COc1ccc(NS(=O)(=O)c2ccc(C)c(C(=O)N3CC(C)OC(C)C3)c2)cc1 (configuration not stated),29,0,3,-2,3,-4,3,-20,2.1
CCN(CC)CCNC(=O)CCc1n[nH]c(=O)c2ccccc12,17,1,-4,7,4,0,-3,-1,0.6
O=C1N=C(N2CCOCC2)S/C1=C\c1ccncc1,5,-2,18,12,4,-2,2,13,1.0
COCc1cc(C)nc(SCC(=O)NCC2CCCO2)c1C#N (configuration not stated),9,-3,-4,13,3,0,-2,12,2.2
Cc1cc(C(=O)c2ccccc2)nc2ccccc12,20,4,1,18,-16,1,2,6,0.5
CC(=O)NC(Cc1ccc(F)cc1)C(=O)NC1CCN(S(=O)(=O)c2ccccc2)CC1 (configuration not stated),2,-2,5,4,17,-3,0,14,1.1
COc1ccc(NC(=O)CNC(c2ccccc2)c2ccccc2)cc1Cl,28,5,-7,15,14,-1,-1,19,0.7
Cc1cccc(N(C(=O)c2csnn2)C(C(=O)NC2CCCC2)c2ccncc2)c1 (configuration not stated),18,-6,-14,14,-6,-4,-4,-1,-2.3
Cc1cccc(N2CCN(CC(O)COCc3cccs3)CC2)c1C (configuration not stated),4,3,-10,8,12,0,-1,7,-0.8
CCCCSc1ncc(C(=O)OCC)c(N)n1,16,8,-8,6,33,-2,-2,-140,5.2
O=C(C1CCN(S(=O)(=O)c2ccc(F)cc2)CC1)N1CC=C(c2ccccc2)CC1,32,-2,10,21,-9,-1,-3,-5,-1.5
CCCNC(=O)/C(C#N)=C1\N=C(NC(=O)c2cccs2)c2ccccc21,27,0,6,19,-32,45*,12,40,1.0
Cc1ccc(NC(=O)CN2CCN(C(=O)c3ccco3)CC2)cc1,1,0,-6,12,4,1,2,-4,0.2
Cc1onc(-c2ccccc2)c1C(=O)Nc1ccccc1N1CCOCC1,27,2,15,28,9,1,0,-18,-1.2
CCOc1ccc(NC(=O)COc2ccccc2)c([N+](=O)[O-])c1,9,1,14,12,-10,-1,0,-173,4.3
Cc1ccc(NC(=S)/C(=C(\[O-])c2ccc(C)c([N+](=O)[O-])c2)[n+]2ccccc2)cc1C,22,nt,9,8,-1,-1,-1,21,1.2
CNC(=S)NNC(=O)c1sccc1OCc1ccc(Cl)cc1Cl,9,-9,-13,-1,13,0,0,15,0.6
Cc1ccc(OCCCCCN2CCOCC2)c(Cl)c1,-20,-2,-19,1,7,6,0,-7,5.0
Cc1ccccc1NC(=O)c1ccccc1O,-16,0,4,5,10,4,-4,7,1.4
Cc1ccc(S(=O)(=O)CCC(=O)Oc2ccc3c(C)cc(=O)oc3c2)cc1,13,0,15,17,6,1,-8,10,1.2
CCN(CC(=O)Nc1ccccc1C(F)(F)F)C(=O)C1=COCCO1,-5,4,-7,6,4,-1,4,5,2.2
O=C(Nc1ccc[n+](CC(=O)c2cccc3ccccc23)c1)c1ccccc1,11,-18,7,4,-14,1,-1,37,-0.5
